Bioassay records: PubChem, several laboratories
zfTRPN1 agonist = activates the zebrafish TRPN1 channel | HEK293 zebrafish TRPN1-YFP, Fluo-8 calcium fluorescence; 100% = response to 87 µM carbachol | activation, % at 3 µM | hit rate 0.18% among 220,000;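 active means activation above its plate's cutoff, the mean activation of test wells on that plate plus 3 SD, cut at about 19% in these data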;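 further: 0% = DMSO alone and 100% = 87 µM carbachol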
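System: zebrafish TRPN1-YFP in HEK293 cells / Dosing: 3 µM single point / Timing: dye loading 1 h at 37 °C, then 30 min room temperature / Signal: Fluo-8 calcium fluorescence, excitation 470-495 nm, emission 515-575 nm / Read-out basis: percent activation from peak over basal fluorescence ratio, control-normalized / Control set: high carbachol 87 µM, low DMSO alone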
BaF3 tox = reduces parental Ba/F3 cell viability, JAK2V617F counter-screen; CellTiter-Glo ATP luminescence; hit rate 1.1% among 220,000; inhibition, % at 5.6 µM;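 active means inhibition above a per-campaign cutoff, the mean inhibition of all tested compounds plus 3 SD, cut at about 27% in these data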;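 further: 0% = DMSO wells and 100% = JAK Inhibitor I control wells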
Ba/F3 V617F tox = lowers viability of Ba/F3 cells expressing EpoR and JAK2V617F; hit rate 1.1% among 220,000; ATP luminescence; inhibition, % at 5.6 µM;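 active means inhibition above the campaign mean plus 3 SD over all tested compounds, cut at about 24% in these data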;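 further: cytokine-independent growth of Ba/F3 cells driven by EpoR plus mutant JAK2; 0% = DMSO-treated cells and 100% = JAK inhibitor I control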
Wee1 degr inh = blocks degradation of human Wee1 kinase. P30291. HeLa Luc-Wee1K328M stability, luciferase luminescence; 100% = proteasome inhibitor MG132 effect. reporter increase, % at 5 µM. hit rate 1.2% among 220,000. AID 1321;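 active means activation above the mean of all tested compounds plus 3 SD, set per screening run, cut at about 8.8% in these data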;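 further: cells exposed to compound for 20 h before luminescence read; 0% = DMSO alone and 100% = MG132 at 30 µM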
Target sequence (P30291 whole entry K328M): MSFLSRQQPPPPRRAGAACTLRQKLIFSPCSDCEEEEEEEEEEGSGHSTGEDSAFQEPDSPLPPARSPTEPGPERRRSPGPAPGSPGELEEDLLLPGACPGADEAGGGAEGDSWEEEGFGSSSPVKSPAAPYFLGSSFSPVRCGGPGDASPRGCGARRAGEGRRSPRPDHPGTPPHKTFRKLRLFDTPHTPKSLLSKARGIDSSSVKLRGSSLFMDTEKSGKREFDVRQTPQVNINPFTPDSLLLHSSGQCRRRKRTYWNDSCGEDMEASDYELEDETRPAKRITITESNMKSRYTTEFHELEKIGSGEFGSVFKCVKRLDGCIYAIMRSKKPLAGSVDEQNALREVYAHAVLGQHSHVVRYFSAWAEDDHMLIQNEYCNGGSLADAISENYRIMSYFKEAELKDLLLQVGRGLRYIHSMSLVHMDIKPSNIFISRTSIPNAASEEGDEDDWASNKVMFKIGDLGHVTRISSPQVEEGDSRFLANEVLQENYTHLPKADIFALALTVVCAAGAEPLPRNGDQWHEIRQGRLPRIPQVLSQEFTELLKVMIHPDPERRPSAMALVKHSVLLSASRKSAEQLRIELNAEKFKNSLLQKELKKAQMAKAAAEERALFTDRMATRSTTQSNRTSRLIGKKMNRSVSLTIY
TNF death inh = TNF-alpha cell death inhibition in Jurkat FADD-/- cells. Jurkat FADD-/- TNF necroptosis rescue, ATP luminescence, 24 h; 0 = TNF only, 100 = no-TNF cells. activation (protection from cell death), % at 10 µM. hit rate 0.068% among 220,000. AID 463075;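 active means activation, meaning protection from cell death, of at least 50% relative to plate controls; inactive means activation below 50%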;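 further: necroptosis triggered by 40 ng/mL TNF-alpha added together with compound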
CHOP inhibitor = inhibitors of CHOP induction in ER stress response | AID 2732 | CHO-K1 CHOP-promoter luciferase, tunicamycin-induced, 15-18 h | inhibition, % at 10 µM | hit rate 3.8% among 220,000;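 active means compounds that reduced the stress-induced luciferase reporter signal by more than about 70% of percent inhibition, limit read from the data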;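 further: 0% = tunicamycin plus vehicle and 100% = wells without tunicamycin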
PPC-1+TRAIL kill = PPC-1 cancer cell killing with TRAIL present. hit rate 0.41% among 220,000. AID 1443. cell killing (% activity), % at 4 µM. PPC-1 cells + TRAIL, ATPLite viability luminescence;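 active means cell killing above 50% in the first pass at 4 µM, then a duplicate retest at 5 µM averaging 50% or more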;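 further: plate controls were cells with TRAIL plus DMSO for no effect and medium-only wells lacking cells for full effect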
TRPML3 ag = human mucolipin-3 channel agonism. HEK293 TRPML3-YFP, Fluo-8 calcium fluorescence; 100% = the carbachol control signal. AID 1448. Q8TDD5. activation, % at 3 µM. hit rate 0.29% among 220,000;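 active means activation above its plate's cutoff, the mean activation of the plate's test wells plus 3 SD, cut at about 12% in these data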;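 further: 0% = DMSO only wells and 100% = carbachol wells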
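Test system: TRPML3-YFP stable HEK293 cells. Doses: single point at 3 µM. Incubation: dye loading 1 h 37 °C then 30 min ambient, 125 s read. Signal: Fluo-8 calcium dye fluorescence, ex 470-495, em 515-575 nm. Measure: percent activation from peak-to-basal fluorescence ratio, scaled between DMSO and carbachol.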
RBBP9 inh = human RBBP9 hydrolase inhibition. O75884. hit rate 0.2% among 220,000. recombinant RBBP9, FP-Rh probe fluorescence polarization. inhibition, % at 7.94 µM;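 active means inhibition above the campaign mean of all tested compounds plus 3 SD, cut at about 14% in these data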;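 further: plate controls were DMSO wells with RBBP9 for no effect and wells lacking RBBP9 protein for full effect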
Target sequence (O75884 whole entry, looked up): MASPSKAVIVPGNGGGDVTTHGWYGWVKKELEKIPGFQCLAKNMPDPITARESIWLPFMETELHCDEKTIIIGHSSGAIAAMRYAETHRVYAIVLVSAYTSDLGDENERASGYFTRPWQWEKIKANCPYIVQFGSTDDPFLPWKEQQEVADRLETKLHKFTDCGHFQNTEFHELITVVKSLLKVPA
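Controls: DMSO-treated enzyme wells and wells lacking RBBP9 | Material: RBBP9 protein | Technique: Fluorescence polarization | Replication: Single well per compound, no replicates | Buffer or medium: Tris-NaCl-Pluronic buffer, pH 8.0 | Timing: 30 min compound preincubation, 45 min probe labeling, 25 °C | Read-out basis: Percent inhibition from mP, scaled between DMSO and no-protein wells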
An asterisk follows results filed as active; · = no result given. Not a hit list. About 6.8% of those tested had a hit in this group.

SMILES | zfTRPN1 agonist | BaF3 tox | Ba/F3 V617F tox | Wee1 degr inh | TNF death inh | CHOP inhibitor | PPC-1+TRAIL kill | TRPML3 ag | RBBP9 inh
CCOC(=O)CCCNC(=O)CN1C(=O)NC2(CCCCCC2)C1=O | 0.0 | 1 | -3 | -2 | 1.2 | 5 | -2 | 1.0 | 0
Clc1cccc(-c2ccc(/C=N/n3cnnc3)o2)c1Cl | -0.9 | 8 | 2 | -1 | -2.8 | 22 | -8 | 0.5 | 3
FC(F)(F)c1ccc(Cl)c(NC(=S)NC2CC2)c1 | 0.4 | 4 | -3 | -1 | 1.7 | 8 | 17 | 0.6 | -5
O=C(Cc1cccs1)Nc1ccc(S(=O)(=O)N2CCCC2)cc1 | 0.0 | 12 | 4 | -1 | 2.5 | 11 | 6 | 1.2 | 1
Cc1cccc(NC(=S)NNC(=S)NC2CCCCC2)c1C | 0.5 | -1 | 3 | 0 | 1.3 | 20 | -5 | -0.3 | -3
COc1cccc(C(=O)Nc2nc(C)cs2)c1 | -1.1 | -2 | 0 | 0 | 0.3 | -1 | 20 | 0.4 | -9
Cc1nn(C(=O)c2ccc([N+](=O)[O-])cc2)c(C)c1Br | -1.1 | 0 | -6 | -1 | 4.4 | 15 | 13 | -0.3 | 0
COc1ccc(Cl)cc1NC(=O)c1cc(-c2ccccc2O)n[nH]1 | 1.2 | 5 | -2 | 2 | 1.5 | -16 | 35 | 0.1 | -15
CN(C)c1ccc(P(=O)(OCc2ccccc2)C(O)c2ccncc2)cc1 (stereo not given) | 1.3 | 5 | 4 | 1 | -0.8 | -17 | 2 | 0.5 | -7
O=C(N/N=C\c1ccc(Cl)s1)c1cccs1 | -0.3 | 3 | 3 | 2 | 0.2 | -14 | 20 | -0.4 | -19
CCNC(=O)Cc1ccc(Br)cc1 | 1.2 | 5 | -1 | -2 | 2.1 | 16 | 17 | 0.2 | 1
Oc1ccc(Br)cc1/C=N/n1cnc2ccccc21 | -0.2 | 5 | -1 | -1 | -3.1 | 74* | 3 | 0.2 | 3
Nc1nc(Nc2ccc(Cl)cc2)n[nH]1 | 0.2 | 2 | -3 | 0 | -0.1 | -14 | 12 | 0.7 | -6
O=C(Cn1cnc2c(nnn2Cc2ccc(Cl)cc2)c1=O)N1CCN(c2ccccc2)CC1 | 0.7 | 5 | -2 | 4 | 0.6 | 39 | 3 | 1.2 | -6
CN(C(=O)N1CCN(c2ccccn2)CC1)c1ccccc1 | -1.5 | 0 | -2 | 3 | -2.1 | -10 | 0 | 1.0 | 0
CCCN1CCN(CCCNC(=O)C2CCCN(c3nc4ccc(OCC)cc4s3)C2)CC1 (stereo not given) | -1.1 | 7 | -1 | -1 | 0.5 | 2 | 11 | 0.9 | -8
COc1ccc(/C(O)=C/c2nc3ccccc3n(-c3ccccc3)c2=O)cc1 | 2.9 | 2 | -3 | 1 | -2.5 | 3 | 9 | 0.7 | -1
O=c1ccc2cc(S(=O)(=O)N3CCOCC3)ccc2o1 | 1.1 | 6 | 1 | -3 | -1.5 | 25 | 10 | 0.4 | 1
O=C(CSc1nc2ncc(Cl)cc2[nH]1)N(Cc1ccccc1)C1CCS(=O)(=O)C1 (stereo not given) | 1.4 | 6 | 6 | 0 | 0.6 | 3 | -11 | 0.2 | -8
CCOc1ccc(-c2nnn(CC(=O)NCc3ccc(C)cc3)n2)cc1 | -0.7 | 5 | 2 | 2 | 0.4 | 67 | 14 | 0.0 | -5
C=CCn1c(=O)c2c(C)c(C)sc2n2c(Nc3ccccc3)nnc12 | -0.6 | 8 | 2 | 0 | 0.3 | 8 | 9 | 0.0 | -4
CCCOCCOC(=O)c1[nH]c2c(c1C)C(=O)CC(c1cc(OC)ccc1OC)C2 (stereo not given) | -0.4 | 2 | 2 | -1 | -16 | 27 | 11 | -0.4 | -6
Cc1c(/C=N/NC(=O)c2cccs2)c2ccccc2n1Cc1ccccc1Cl | 1.1 | 0 | -1 | -1 | -7.8 | -17 | -12 | 0.3 | -6
O=C(Nc1ccccc1)c1ccc(=O)n(Cc2ccc(F)c(F)c2)c1 | 0.8 | 11 | 1 | 2 | 1.1 | -19 | 0 | 0.1 | 1
COc1cc(OC)cc(C(=O)Nc2ccc(-n3cnnn3)c(C)c2)c1 | -1.0 | 6 | 5 | 3 | -4.8 | 28 | 10 | -0.4 | -6
COc1ccc(S(=O)(=O)N2CCSC2)cc1C | -1.7 | 1 | 2 | 2 | 0.8 | 4 | -9 | 0.5 | 0
Cc1ccc(S(=O)(=O)Cn2nnnc2C(C(C)C)N2CCN(Cc3ccco3)CC2)cc1 (stereo not given) | -0.4 | 1 | -3 | -1 | -5.4 | 38 | -5 | 1.0 | -6
COc1ccc(CNC(=O)C(c2ccncc2)N(C(=O)Cc2cccs2)c2cccc(C)c2)cc1 (stereo not given) | 0.0 | 4 | -2 | 2 | -4.0 | 11 | 13 | -0.4 | -8
Cc1ccc(S(=O)c2ccc(C)cc2)cc1 | 0.3 | -1 | -4 | -3 | -1.4 | -9 | -5 | -0.3 | -1
O=c1c(Cl)c(N/N=C/c2ccc(Cl)cc2)cnn1-c1ccccc1 | 0.1 | 6 | 0 | 0 | 1.6 | 102* | 16 | 0.5 | -5
Cc1oc2cc(O)ccc2c(=O)c1N1C(=O)c2ccccc2C1=O | 0.6 | -2 | -5 | 1 | -0.2 | 46 | 0 | 0.1 | -1
OCCC1CN(Cc2cccc(C(F)(F)F)c2)CCN1Cc1ccccc1 (stereo not given) | 1.6 | 3 | -1 | -2 | 2.0 | -4 | -2 | 0.5 | 0
CCOC(=O)C1=C(CSc2nncn2C)NC(=O)NC1c1cc(OCC)ccc1OCC (stereo not given) | 0.1 | 8 | 7 | 0 | -0.8 | -9 | 7 | 0.0 | 6
CCCCC(=O)Nc1ccc(NC(=O)c2cnccn2)cn1 | 0.5 | 8 | 3 | 1 | 0.6 | -14 | 0 | 0.7 | 1
CCCNS(=O)(=O)c1ccc(NC(=O)c2cccnc2)cc1 | 1.6 | 2 | -4 | 4 | -1.2 | 17 | 5 | 0.8 | -1
C=CCn1c(=O)c2ccccc2n2c(SCC(=O)Nc3cc(C)on3)nnc12 | -0.3 | 2 | -2 | -3 | 0.6 | 29 | -6 | -0.1 | -8
COc1ccc(-c2nnc(SCc3ccccc3)n2N)cc1 | 0.5 | 7 | 5 | 4 | -0.7 | 5 | -3 | 0.0 | -9
CC(C)(C)NC(=O)NC(=O)CSc1ncc(C(F)(F)F)cc1Cl | 0.0 | 5 | 2 | -2 | 0.4 | 74* | 9 | -0.3 | 4
O=C(CN1C(=O)CSC1=O)c1ccccc1 | -0.4 | -1 | -8 | 0 | -0.4 | 58 | 10 | -0.1 | -5
CCc1nnc(NC(=O)CN2CCN(c3cccc(OC)c3)CC2)s1 | 0.0 | 5 | 4 | -2 | -1.7 | 13 | 28 | 0.5 | -3
Cn1c2c(c(=O)n(C)c1=O)C(NC(=O)c1cccs1)(C(F)(F)F)C(=O)N2 (stereo not given) | -0.1 | 4 | 1 | -1 | 0.9 | -17 | 5 | 1.1 | 4
COc1ccc(OC)c(Nc2ncnc3sc(-c4ccccc4)cc23)c1 | 0.9 | 7 | 0 | 5 | -1.1 | 26 | -9 | 1.0 | -7
CCOc1ccc(N(CC(=O)Nc2ccccc2C)S(=O)(=O)c2c(C)noc2C)cc1 | -0.8 | 54* | 78* | 4 | -10 | · | 12 | -1.3 | -6
O=C(Nc1ccn(-c2ccccc2)n1)c1ccc(Cl)cc1 | 4.5 | 3 | 1 | 0 | 2.4 | 26 | -3 | 1.0 | -4
Cc1ccc(C)c(NCc2n[nH]c(=S)n2-c2ccccc2)c1 | 0.9 | 8 | -2 | 3 | 0.1 | 5 | 1 | -0.1 | -8
CC(=O)NC(=S)NNC(=O)C(c1ccccc1)c1ccccc1 | -3.6 | -2 | -4 | -2 | -2.2 | 41 | -6 | 0.3 | 4
CC1CCCN(S(=O)(=O)c2ccc(S(=O)(=O)N3CCC4(CC3)OCCO4)cc2)C1 (stereo not given) | 2.0 | 10 | 5 | 3 | 0.4 | 1 | 3 | 0.2 | -1
N=c1c(C(=O)NCc2ccc(F)cc2)cc2c(=O)n3ccccc3nc2n1Cc1ccco1 | 2.1 | 2 | 0 | 2 | -8.4 | -95 | -4 | 0.5 | -8
O=C(O)C(Cc1c[nH]c2ccccc12)N1Cc2ccccc2C1=O (stereo not given) | -0.1 | 1 | 1 | 4 | 0.5 | -4 | 1 | 1.8 | 6
N#CC1=C(N)Oc2c(oc(CO)cc2=O)C1c1ccccc1[N+](=O)[O-] (stereo not given) | 0.5 | -1 | 0 | -1 | 0.9 | -10 | 16 | -0.2 | 1
O=C(Nc1ccccc1N1CCN(C(=O)c2ccccc2)CC1)c1cc(Br)ccc1Cl | 0.2 | -1 | -3 | -2 | 1.6 | -3 | 16 | 2.1 | -11
Cc1c(O)nc2ccccn2c1=O | -1.4 | -2 | -2 | 3 | 4.8 | 13 | 4 | 1.2 | -1
CC1CCN(C(=O)c2ccc(NS(=O)(=O)c3cccc4cccnc34)cc2)CC1 | 1.5 | 2 | 0 | 0 | 0.0 | 13 | 17 | 0.5 | 6
O=C(O)CSCC(=O)Nc1ccc(Br)c(C(F)(F)F)c1 | 1.6 | 6 | -3 | -1 | 6.1 | -13 | 2 | 0.4 | 5
O=[N+]([O-])c1ccccc1S(=O)(=O)NCc1ccco1 | 0.5 | 4 | 1 | 1 | 0.4 | -26 | -19 | 0.7 | -11
C/C(=N/N1CCN(c2ccccc2)CC1)c1cccc([N+](=O)[O-])c1 | 0.1 | 2 | -1 | 0 | 0.1 | 10 | 15 | 0.3 | -4
O=C(O)CC(CC(=O)Nc1ccc(Oc2ccccc2)cc1)c1ccccc1 (stereo not given) | 1.2 | 6 | -3 | 3 | 0.0 | 10 | -5 | 0.6 | -4
CCOC(=O)c1sc2nc(N3CCCC3)c3c(c2c1N)CC(C)(C)OC3 | -1.0 | 5 | -2 | 2 | 3.6 | -1 | 28 | 0.5 | -1
CCCOC(=O)c1ccc(N2C(=O)c3ccccc3C2=O)cc1 | 0.2 | 8 | 3 | 1 | -0.1 | -13 | -4 | 0.5 | 1
